# Lipid droplet: modulators of hepatic lipid droplet formation | AML12 mouse hepatocytes, oleate lipid droplets, BODIPY imaging | inhibition, % at 6.5 µM | 240,000 tested, 0.4% active | AID 1656;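 active means lipid droplet intensity inhibited by at least 50%, with more than 500 cells counted; inconclusive means wells with under 300 cells, treated as cytotoxic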
#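 Material: mouse AML12 hepatocyte cell line, fixed after treatment; Timing: compound with oleate, overnight; Technique: high-content imaging of BODIPY-stained droplets and DAPI nuclei; Probe or stimulus: oleate, 100 µM final; Dosing: compound at 6.5 µM only.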
# Siah-1 displacement: Siah-1 peptide-binding antagonists, primary screen, biochemical, fluorescence polarization, rhodamine-plectin, uHTS (AID 1817). 290,000 tested, 0.02% active. displacement, % at 20 µM, or IC50 in µM where a hit was titrated. Siah-1 / rhodamine-plectin peptide fluorescence polarization; higher % means a stronger effect;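 active means displacement of at least 50% at 20 µM, with a fluorescence ratio check between 0.3 and a set limit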;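 further: plate controls were Siah plus tracer with DMSO for no effect and tracer alone without Siah for full effect; strong numbers were not always called active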
# P. falciparum M17LAP: P. falciparum M17LAP inhibitors, primary screen, biochemical, fluorogenic H-Leu-NHMec substrate, 1536-well (AID 1619). recombinant M17LAP, H-Leu-NHMec fluorogenic kinetic assay; higher % means a stronger effect. inhibition, % at 30 µM, or IC50 in µM where a hit was titrated. 220,000 tested, 0.38% active;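 active means compound inhibiting the enzyme by more than half at any dose during confirmatory dose-response retesting; inconclusive means strong single-dose inhibitors picked by rank but not retested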;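 further: plate controls were full reaction with DMSO carrier for no effect and no enzyme background for full effect; strong numbers were not always called active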
# XIAP antagonists: small molecules displacing peptide from XIAP – biochemical, IAP family, fluorescence polarization (AID 1018) | XIAP BIR domain, fluorescence polarization peptide displacement; higher % means a stronger effect | one-dose displacement, % at 20 µM; IC50 in µM for titrated hits | 200,000 tested, 0.007% active; in the data active means displacement above about 50%; further: a part of the inactive calls stands beside numbers as strong as those of hits
# LYP phosphatase: inhibitors of LYP phosphatase, biochemical, fluorescence intensity, uHTS (AID 1779) | recombinant LYP phosphatase, fluorescence intensity; higher % means a stronger effect | 290,000 tested, 0.054% active | one-dose inhibition, % at 11.5 µM; IC50 in µM for titrated hits;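 further: plate controls were vehicle with enzyme for no effect and no enzyme for full effect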
# M1AAP inhibition: P. falciparum M1AAP inhibitors, biochemical, fluorogenic H-Leu-NHMec substrate, 1536-well (AID 1445); recombinant M1AAP, H-Leu-NHMec fluorogenic kinetic assay; higher % means a stronger effect; one-dose inhibition, % at 30 µM; IC50 in µM for titrated hits; 220,000 tested, 0.42% active;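 active means primary inhibition above the hit cutoff, then over 50% inhibition at one or more dose response concentrations, cut at about 23% in these data, passing the limit was not always enough; inconclusive means conflicting primary data, or primary hits not chosen for dose response; inactive means low primary inhibition, or under 50% at every dose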;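 further: plate controls were DMSO full reaction for no effect and no enzyme background for full effect; strong numbers were not always called active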
# HEK293 NOD2/NF-kB: inhibition of NOD2-driven NF-kB reporter – cell-based, luminescence, uHTS, HEK293 (AID 1566); HEK293 NOD2/NF-kB luciferase reporter, luminescence; higher % means a stronger effect; one-dose inhibition, % at 4 µM; EC50 in µM for titrated hits; 290,000 tested, 0.63% active; further: many of its hits are not listed in these tables
# CSM14.1 death rescue: rescue of cells from ER stress-induced death, primary screen, 384-well, CSM14.1, thapsigargin, ATP luminescence (AID 1222); one-dose cellular ATP content (survival), % at 20 µM; EC50 in µM for titrated hits; 190,000 tested, under 10 active; CSM14.1 thapsigargin-induced death rescue, ATP luminescence; higher % means a stronger effect;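 active means EC50 below 50 µM in the dose-response confirmation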;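 further: death triggered by thapsigargin at about 15 µM added after 2 h compound pretreatment; cell ATP read after overnight thapsigargin exposure of roughly 18 to 22 hours; normalized against plate controls of thapsigargin alone and 5% DMSO vehicle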
# AID2073: disruptors of CaV2.2 binding to Mint1 – biochemical, HTRF (AID 2073) | HTRF protein-protein interaction, Mint1-CaV2.2; higher % means a stronger effect | inhibition, % at 20 µM; hits with a dose series show IC50 in µM | 290,000 tested, 0.19% active; in the data active means inhibition mostly above about 51%, no sharp cut-off; inconclusive means no clear call, values can overlap the other calls; inactive means mostly below about 53%; further: some results filed as inactive read as strong as hits
# Lipid droplet cells 6.5 µM: recorded beside Lipid droplet, whose call it bears; cell count; measured here: cell count, cytotoxicity flag;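 cells counted across two imaged fields per well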
# The depositor's hits bear a star; ? = inconclusive; . = not tested or not shown. Unless noted, no stated cut-off is given here; in the data, active means inhibition above about 50%; inactive means the rest. The list is partial. The share of hits here may be higher or lower than overall.
mol,Lipid droplet,Lipid droplet cells 6.5 µM,Siah-1 displacement,P. falciparum M17LAP,XIAP antagonists,LYP phosphatase,M1AAP inhibition,HEK293 NOD2/NF-kB,CSM14.1 death rescue,AID2073
c1cncc(CSc2nnc3ccc(-c4cccs4)nn23)c1,30,749,-3%,34%,-6.0%,-8%,4%,22%,-1.2%,37%
O=C(CCCn1c(SCC(=O)c2ccc(F)cc2)nc2ccccc2c1=O)NCc1ccccc1,13,782,0%,4%,-3.9%,-1%,-2%,9%,0.5%,13%
CCCCOc1ccc(S(=O)(=O)Nc2cc(OC)ccc2OC)cc1,16,696,-1%,12%,2.5%,1%,0%,5%,-3.3%,7%
CCc1cc(C(=O)OC)c(NC(=O)CC2Sc3ccc(C(F)(F)F)cc3NC2=O)s1 (stereo not drawn),6,604,-7%,1%,-6.5%,-4%,-1%,2%,-2.0%,3%
CCCSc1nc(C)cc(=O)[nH]1,13,735,8%,-1%,-7.4%,1%,4%,-1%,-0.6%,-5%
CC(C)n1cnc2c(Nc3ccc(C(=O)O)cc3)nc(Cl)nc21,6,644,4%,1%,.,-5%,1%,11%,.,5%
O=C(CNC(=O)Cc1ccc(Cl)cc1)NCc1ccco1,-9,639,-2%,-3%,-5.2%,3%,2%,-2%,-0.1%,2%
O=C(COC(=O)C1CCCC1)NCc1ccc(Cl)cc1,2,721,-4%,7%,-3.6%,-5%,0%,13%,0.4%,2%
NC(=O)c1c(NC(=O)Cn2cc([N+](=O)[O-])cn2)sc2c1CCCC2,16,703,-8%,4%,-15%,-4%,2%,20%,1.8%,28%
CCOC(=O)Cn1c(=O)oc2cc(S(=O)(=O)NC3CCCc4ccccc43)ccc21 (stereo not drawn),.,.,3%,4%,-2.7%,3%,-6%,7%,2.0%,-7%
Cc1ccc(C)c(N(C(=O)c2snc(C(N)=O)c2N)C(C(=O)NCC2CCCO2)c2cccs2)c1 (stereo not drawn),-5,633,4%,2%,-3.1%,-4%,12%,6%,1.0%,6%
COc1ccc(CN2CCCC(C(=O)N3CCCC3)C2)c(OC)c1 (stereo not drawn),22,802,0%,.,.,-6%,.,1%,.,9%
CC(Sc1ccccn1)C(=O)Nc1ccccc1 (stereo not drawn),6,795,-1%,-1%,-6.7%,0%,6%,-44%,-3.3%,-26%
COC(=O)c1ccc(-c2nc3cc(N)ccc3o2)cc1,20,706,8%,4%,-1.7%,5%,8%,12%,-4.8%,39%
CCOc1ccccc1NC(=O)/C(C#N)=C/c1cccnc1,6,830,0%,.,.,2%,.,-3%,.,6%
CCOC(=O)C1(Cc2cccc(OC)c2)CCN(Cc2csc(C(C)=O)c2)CC1,-22,659,2%,-1%,-6.9%,-4%,3%,-25%,-1.1%,-18%
Nc1nnnn1CC(=O)N/N=C/c1ccc(-c2cccc(Cl)c2)o1,18,645,-6%,1%,0.3%,-5%,3%,-4%,-0.3%,26%
COC(=O)c1ccc(NC(=O)CSc2nn3c(=O)c(C)nnc3s2)cc1,-1,834,10%,.,.,-7%,.,-5%,.,-2%
Cc1ccccc1CNC(=O)Nc1cccs1,.,.,-2%,29%,-6.1%,-5%,11%,-8%,-2.9%,20%
CC(NC(=O)c1cc(COc2ccc3ncccc3c2)on1)c1ccc(F)cc1 (stereo not drawn),8,791,5%,-8%,.,0%,1%,24%,.,-7%
COc1ccc(C(=O)N2N=C(c3ccccc3)CC2(O)C(F)(F)F)cc1 (stereo not drawn),13,726,2%,3%,-6.0%,-7%,2%,-2%,0.9%,5%
S=C(NCc1ccco1)Nc1cc(-c2ccccc2)[nH]n1,.,.,4%,1%,-6.6%,-4%,9%,-12%,-2.0%,-8%
COc1ccc(-c2nc(C(N)=O)c3[nH]c(=O)n(-c4cccc(C)c4)c3n2)c(OC)c1,-4,690,4%,-9%,-2.2%,-2%,14%,24%,.,4%
CCc1cccc(NC(=O)NC(=O)Cn2nnc(C(=O)OC)c2C(=O)OC)c1,7,675,0%,6%,-9.9%,-10%,-4%,8%,-1.7%,3%
COc1ccc(-c2noc(CCC(=O)NC3CCCC3)n2)cc1,.,.,-1%,0%,.,1%,4%,11%,.,2%

# Retrieved by structure from the list above, 3 records:
mol,Lipid droplet,Lipid droplet cells 6.5 µM,Siah-1 displacement,P. falciparum M17LAP,XIAP antagonists,LYP phosphatase,M1AAP inhibition,HEK293 NOD2/NF-kB,CSM14.1 death rescue,AID2073
CCCSc1nc(C)cc(=O)[nH]1,13,735,8%,-1%,-7.4%,1%,4%,-1%,-0.6%,-5%
CCOC(=O)C1(Cc2cccc(OC)c2)CCN(Cc2csc(C(C)=O)c2)CC1,-22,659,2%,-1%,-6.9%,-4%,3%,-25%,-1.1%,-18%
Cc1ccc(C)c(N(C(=O)c2snc(C(N)=O)c2N)C(C(=O)NCC2CCCO2)c2cccs2)c1 (stereo not drawn),-5,633,4%,2%,-3.1%,-4%,12%,6%,1.0%,6%

# (cont.)
mol,Lipid droplet,Lipid droplet cells 6.5 µM,Siah-1 displacement,P. falciparum M17LAP,XIAP antagonists,LYP phosphatase,M1AAP inhibition,HEK293 NOD2/NF-kB,CSM14.1 death rescue,AID2073
O=C(CCN1C(=O)[C@@H]2Cc3ccccc3CN2C1=O)NCc1ccc(Cl)cc1,13,722,6%,.,.,-5%,.,16%,.,5%
O=C(COc1ccc(Cl)cc1)Nc1nnc(-c2ccc3c(c2)CCCC3)o1,4,686,-3%,-3%,-5.6%,-2%,3%,10%,.,5%
Cc1ccc(N2C(=O)c3cccc4c(N)ccc(c34)C2=O)c2cccnc12,-66,449,47%,4%,.,-3%,4%,-30%,.,44%
CN(C)S(=O)(=O)c1ccc(-c2cn3ccccc3n2)cc1,0,790,2%,-28%,-3.2%,0%,2%,-34%,-8.6%,46%
COc1ccc(/C=C(\NC(=O)c2ccc([N+](=O)[O-])cc2)C(=O)NCCCN2CCOCC2)cc1,-12,718,-1%,.,.,-8%,.,11%,.,10%
COCCCNCCCCOc1c(Cl)cc(C)cc1Br,.,.,4%,16%,-4.3%,-12%,-4%,17%,-1.6%,9%
Cc1ccccc1S(=O)Cc1ccc(C(=O)NCCCN2CCCCC2)o1 (stereo not drawn),-1,690,5%,.,.,-7%,.,5%,.,-5%
O=C(OCCCN=C1NS(=O)(=O)c2ccccc21)c1ccc([N+](=O)[O-])cc1,-3,725,2%,3%,-7.4%,-5%,7%,4%,-1.1%,20%
Cc1cccc(NC(=O)Nc2ccc(Br)cc2)n1,16,893,3%,.,.,-8%,.,-36%,.,16%
O=S(=O)(Nc1cc(Sc2ncn[nH]2)c(O)c2ccccc12)c1ccccc1,-39,729,30%,?,-2.8%,-1%,13%,19%,-3.3%,57%
COc1ccc(Cl)cc1N(CC(=O)NC(C(C)C)C(C)C)S(C)(=O)=O,-16,739,-2%,7%,-7.7%,5%,12%,8%,0.6%,5%
CC(C)CC(=O)c1c[nH]c(C(=O)NCc2ccc(F)cc2)c1,23,412,13%,.,.,-8%,.,26%,.,5%
CCOCCCNC(=O)/C(C#N)=C/c1ccc(C)o1,1,677,-5%,16%,-6.4%,-1%,9%,14%,-1.2%,-13%
O=C(O)c1ccccc1C(=O)NC1CCCc2ccccc21 (stereo not drawn),12,845,9%,.,.,-4%,.,5%,.,10%
CC(=O)NC(Cc1cnc[nH]1)C(=O)O (stereo not drawn),.,.,6%,2%,-4.1%,-4%,-2%,16%,.,-1%
COC(=O)C1Cc2c([nH]c3ccccc23)C(C(C)C)N1 (stereo not drawn),5,841,6%,.,.,-5%,.,-1%,.,4%
CCn1c(CCCNC(=O)c2ccc(F)cc2)nc2ccccc21,-4,618,1%,12%,-7.9%,-2%,3%,14%,.,-2%
CN(C)C(=O)CCSc1nnc(-c2ccco2)o1,7,686,-4%,-2%,-4.9%,-1%,4%,9%,-0.7%,2%
COc1cc(NC(=O)CN(c2cc(C)cc(C)c2)S(=O)(=O)c2c(C)noc2C)cc(OC)c1,-10,704,0%,2%,-5.4%,-2%,7%,-9%,.,5%
COc1ccccc1CN1CCNC(=O)C1CC(=O)NC1Cc2ccccc2C1 (stereo not drawn),1,686,6%,3%,-6.6%,-1%,1%,-5%,-1.2%,8%
Cc1ccccc1OCC(=O)NCCC(=O)O,.,.,0%,7%,-5.2%,-6%,-4%,18%,-1.2%,-7%
COc1ccc(CCNC(=O)CS(=O)(=O)c2cn(CC(=O)N(C(C)C)C(C)C)c3ccccc23)cc1OC,-5,654,8%,.,.,-8%,.,1%,.,-4%
O=C(Nc1cccc(C(=O)N2CCOCC2)c1)c1cccnc1,-2,653,6%,1%,-8.5%,-1%,8%,2%,-2.4%,-5%
Cc1c(NC(=O)C(C)OC(=O)c2cc(Cl)ccc2O)c(=O)n(-c2ccccc2)n1C (stereo not drawn),1,851,-7%,.,.,-7%,.,13%,.,1%
Cn1cccc1C(NC(=O)c1ccccc1)C(Cl)(Cl)Cl (stereo not drawn),-9,786,7%,.,.,-7%,.,-5%,.,-4%
CCOc1ccccc1/C=N/NC(=O)c1cccc(S(=O)(=O)N(CC)CC)c1,2,650,1%,4%,-2.4%,-3%,5%,5%,-0.9%,5%
O=C(c1ccco1)N1CCN(C2c3ccccc3-c3ccccc32)CC1,-22,823,-3%,.,.,-2%,.,-6%,.,-1%
O=C(c1ccc(-n2cnnn2)cc1)N(C1CCCCC1)C1CCCCC1,5,665,22%,2%,-2.3%,-6%,9%,5%,.,7%

# Compound profiles, from the list above.
# `CN(C)C(=O)CCSc1nnc(-c2ccco2)o1` across the screens: Lipid droplet = 7; Lipid droplet cells 6.5 µM = 686; Siah-1 displacement = -4%; P. falciparum M17LAP = -2%; XIAP antagonists = -4.9%; LYP phosphatase = -1%; M1AAP inhibition = 4%; HEK293 NOD2/NF-kB = 9%; CSM14.1 death rescue = -0.7%; AID2073 = 2%
# `CN(C)S(=O)(=O)c1ccc(-c2cn3ccccc3n2)cc1` across the screens: Lipid droplet = 0; Lipid droplet cells 6.5 µM = 790; Siah-1 displacement = 2%; P. falciparum M17LAP = -28%; XIAP antagonists = -3.2%; LYP phosphatase = 0%; M1AAP inhibition = 2%; HEK293 NOD2/NF-kB = -34%; CSM14.1 death rescue = -8.6%; AID2073 = 46%

# Source: PubChem
